# AmpC inh det: Promiscuous and Specific Inhibitors of AmpC Beta-Lactamase (assay with detergent); 71,000 tested, 0.09% active; Potency, µM (titrated, usually from 28.7 µM), for inactives: at the top dose activity change, negative = inhibition; purified AmpC, nitrocefin hydrolysis with detergent; active = well fitted curve in the direction sought with a large enough effect
# Target sequence (P00811 whole entry, looked up): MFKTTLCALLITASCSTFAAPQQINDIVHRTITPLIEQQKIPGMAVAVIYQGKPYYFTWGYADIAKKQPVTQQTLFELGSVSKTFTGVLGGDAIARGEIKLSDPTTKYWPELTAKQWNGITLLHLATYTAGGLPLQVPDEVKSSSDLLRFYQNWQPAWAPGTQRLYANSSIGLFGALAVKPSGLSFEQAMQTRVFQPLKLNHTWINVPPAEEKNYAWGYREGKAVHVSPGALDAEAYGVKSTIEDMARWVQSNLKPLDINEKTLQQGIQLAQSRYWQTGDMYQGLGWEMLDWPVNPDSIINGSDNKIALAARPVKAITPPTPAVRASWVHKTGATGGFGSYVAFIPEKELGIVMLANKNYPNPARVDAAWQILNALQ
#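 E. coli AmpC (5.3 nM) in 20 mM phosphate pH 7.0 with 0.01% Triton X-100, preincubated 15 min RT with compound; nitrocefin (2 uL of 800 uM stock) hydrolysis followed by 480 nm absorbance every 20 s over 4 min.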
# * hit, by the source's call; & = joins results of further samples; [ ] = another dose, or the depositor's remark. % is set by controls: 0 for no effect and ±100 for the full control effect; potency is the fitted concentration of half-maximal effect. A portion of the library; the hit share may differ from the screen's.
# Sample of the layout, 7 compounds:
item	Compound	AmpC inh det
1	COc1ccc(F)cc1S(=O)(=O)N1CCCN(S(=O)(=O)c2cc(F)ccc2OC)CC1	-2%
2	COC(=O)[C@@H](NC(=O)NCc1cccs1)C(C)C	3%
3	O=C(c1ccc2c(=O)n(C3CCCC3)c(=S)[nH]c2c1)N1CCN(C2CCCCC2)CC1	3%
4	Cc1ccccc1-c1nc(CS(=O)(=O)CC(=O)N2CCc3ccccc3C2)c(C)o1	4%
5	CCS(=O)(=O)CCSc1nc2c(cc1C#N)CCCC2	-9%
6	CN(C)CCNC(=O)COc1cccc(Cl)c1	8%
7	C[C@H]1CC[C@@H]2[C@@H](C)[C@H]3[C@H](C[C@H]4[C@@H]5CC=C6C[C@@H](O[C@]7(O[C@H]8O[C@@H](C)[C@@H](O)[C@@H](O)[C@@H]8O)C[C@@H](O[C@@H]8O[C@H](CO)[C@@H](O)[C@H](O)[C@@H]8O)[C@@H](O)[C@H](CO)O7)CC[C@]6(C)[C@H]5CC[C@@]34C)N2C1	-3%[12.8 µM]

# Results, repeating the preview:
item	Compound	AmpC inh det
1	COc1ccc(F)cc1S(=O)(=O)N1CCCN(S(=O)(=O)c2cc(F)ccc2OC)CC1	-2%
2	COC(=O)[C@@H](NC(=O)NCc1cccs1)C(C)C	3%
3	O=C(c1ccc2c(=O)n(C3CCCC3)c(=S)[nH]c2c1)N1CCN(C2CCCCC2)CC1	3%
4	Cc1ccccc1-c1nc(CS(=O)(=O)CC(=O)N2CCc3ccccc3C2)c(C)o1	4%
5	CCS(=O)(=O)CCSc1nc2c(cc1C#N)CCCC2	-9%
6	CN(C)CCNC(=O)COc1cccc(Cl)c1	8%
7	C[C@H]1CC[C@@H]2[C@@H](C)[C@H]3[C@H](C[C@H]4[C@@H]5CC=C6C[C@@H](O[C@]7(O[C@H]8O[C@@H](C)[C@@H](O)[C@@H](O)[C@@H]8O)C[C@@H](O[C@@H]8O[C@H](CO)[C@@H](O)[C@H](O)[C@@H]8O)[C@@H](O)[C@H](CO)O7)CC[C@]6(C)[C@H]5CC[C@@]34C)N2C1	-3%[12.8 µM]
8	COc1ccc(-c2cn3c(C)c(C(=O)Nc4cc(NC(C)=O)ccc4OC)sc3n2)cc1	-1%
9	Cn1c(Cn2c(=O)sc3ccccc32)nnc1SCC(=O)N1CCCc2ccccc21	13%
10	CCCCC(=O)NCCc1cc2c(C)ccc(C)c2[nH]c1=O	10%
11	CN1C2CCC1CC(OC(=O)CCN1CCCC1)C2 (stereo not given)	-5%
12	COCCNC(=O)CN1C(=O)CC(C)(C)S(=O)(=O)c2ccccc21	14%
13	O=C1NC(c2ccncc2)Nc2ccccc21 (stereo not given)	-4%
14	COCCN(CC(=O)NCc1ccc(F)cc1)C(=O)CCC(=O)Nc1ccccn1	6%
15	Nc1nc2ccc(Cl)cc2c2nc(-c3ccco3)nn12	-2%&7%
16	CCn1c(SCC(=O)OC2CCCCC2)nnc1-c1ccncc1	21%
17	C[C@@H]1Oc2ccc(C(=O)C[C@@H](C(=O)O)c3ccc4c(c3)OCO4)cc2O1	-1%[5.75 µM]
18	Cc1[nH]c2ccccc2c1C(=O)CN1CCCCC1CCO (stereo not given)	-4%
19	O=C(COC(=O)CCS(=O)(=O)c1ccc(Cl)cc1)Nc1ncc(Cl)cc1Cl	0%
20	Cn1c(=O)c2c(nc(CN3CCN(c4ccccc4F)CC3)n2CCN2CCOCC2)n(C)c1=O	20%
21	Cc1c(N=C2SCC(=O)N2c2c(C)n(C)n(-c3ccccc3)c2=O)c(=O)n(-c2ccccc2)n1C	-4%
22	CCOC(=O)C1CCN(CC(=O)Nc2c(C(=O)OC)[nH]c3cccc(Cl)c23)CC1	-3%
23	O=C(O)C1CC(=O)N(Cc2ccc(F)cc2)C1 (stereo not given)	-5%
24	CCN(Cc1cc2ccccc2[nH]c1=O)C(=O)C(C)C	-3%
25	CCOC(=O)c1cc(C(O)(C(F)(F)F)C(F)(F)F)c(/N=C/N(C)C)o1	-5%
26	CC(=O)N1C=CN(C(C)=O)C(c2cn(C)c3ccccc23)C1c1cn(C)c2ccccc12 (stereo not given)	-2%
27	CSc1ccc(Cl)c(C(=O)OCC(=O)N2CCOCC2)c1	0%
28	Cc1cccc(-c2noc(-c3ccccc3C(=O)NCC3CCCO3)n2)c1 (stereo not given)	2%
29	CCN(CC)CCCN1C(=O)C(=O)/C(=C(/O)c2cc(C)ccc2C)C1c1cccnc1 (stereo not given)	0%
30	COCCn1c(=O)c(-c2cccs2)nc2cnc(OCc3ccccc3)nc21	-2%
31	CCO[P@]1(=O)OC[C@@H]2O[C@H](n3cnc4c(N)ncnc43)[C@H](O)[C@@H]2O1	-2%[5.75 µM]
32	COc1ccc(-n2nnnc2SCC(=O)Nc2cccc(NC(C)=O)c2)cc1OC	-3%
33	Cc1sc2nc(SCC(=O)c3cccs3)n(Cc3ccco3)c(=O)c2c1C	-4%
34	CCCCC(=O)OCC(=O)Nc1ccc(OC(F)F)cc1	-2%
35	COc1ccc(C(C)(C)C)cc1S(=O)(=O)N1CCN(C)CC1	-1%
36	OCCNc1ncnc2c1ncn2Cc1ccccc1	-1%
37	Cc1cc(C)c(NC(=O)CCCN2CCN(C)CC2)c(C)c1	-2%
38	CCCCN1C(=O)CC(Nc2ccc(CC)cc2)C1=O (stereo not given)	-1%
39	COc1ccccc1-c1ccc2ncnc(N3CCNCC3)c2c1	11%
40	NCCC[C@@H](CC(=O)N[C@@H]1CCNC[C@H]1C(=O)N[C@H](CC(=O)N[C@@H](CCC(=O)O)CC(=O)O)Cc1c[nH]c2ccccc12)NC(=O)C[C@H](Cc1c[nH]c2ccccc12)NC(=O)[C@@H]1CCCC[C@H]1N	-6%
41	O=C(O)CC(C(=O)NCc1ccccc1)C1CCCO1 (stereo not given)	-3%
42	S=c1[nH]nc(-c2ccncc2)n1Cc1ccco1	-2%
43	CCn1c(SCc2ccccc2)nnc1-c1ccc(S(=O)(=O)N2CCCCC2)cc1	7%
44	COc1ccc(CCNS(=O)(=O)c2ccc(S(=O)(=O)N3CCCC3)cc2)cc1OC	-1%
45	Cc1nc(=O)c(-c2ccccc2)c(C)n1-c1ccc(O)c(C(=O)O)c1	-2%
46	COC(=O)c1sc2nc3c(cc2c1N)C(=O)CC(C)(C)C3	-4%
47	CCOC(=O)c1c(N)nn(C(C)=O)c1-c1ccccc1	-7%
48	Cc1cc(=O)oc2c(CN(C)Cc3ccccc3)c(O)ccc12	-4%
49	O=C(Cn1cccc1C(=O)c1ccccc1)NCCN1CCCCCC1	-5%
50	O=C1CCCN1CCC1CCN(C2CC(=O)N(Cc3ccc(N4CCCC4=O)cc3)C2=O)CC1 (stereo not given)	-4%

# Remaining list, next part.
item	Compound	AmpC inh det
51	CCOC(=O)Cn1c(=O)oc2cc(S(=O)(=O)Nc3cc(Cl)ccc3OC)ccc21	9%
52	CS(=O)(=O)Nc1cccc(-c2nc(NCc3cccnc3)c3ccccc3n2)c1	10%
53	COc1ccc(OC)c(NC(=O)COC(=O)c2ccc(S(=O)(=O)N3CCOCC3)cc2)c1	2%
54	CSCSC1=C(C#N)C(c2ccc(Cl)cc2)C(C(C)=O)=C(C)N1 (stereo not given)	4%
55	CCOc1ccc(NC(=O)CN2CCN(CC(=O)Nc3ccc4c(c3)OCCO4)CC2)cc1	2%
56	CN(C)CCC(=O)[C@@]1(O)CC[C@H]2[C@H]3CC=C4C[C@@H](O)CC[C@]4(C)[C@H]3CC[C@]21C	-3%[5.75 µM]
57	CCCCC1CC(CSc2ncn[nH]2)OC1=O (stereo not given)	0%
58	CCc1c(C)nc2ncnn2c1N1CCC(C(=O)N2CCN(c3ccc(F)cc3)CC2)CC1	0%
59	CN(C)/C=N/c1c(C#N)cnn1-c1ccccc1	-1%
60	Cc1cc2nc(-c3cccc(NC(=O)c4ccc(Br)o4)c3C)oc2cc1C	0%
61	O=C(c1cc(C(F)(F)F)cc(C(F)(F)F)c1)N1CCC2(CC1)CN(Cc1ccccc1)C2	1%
62	CCc1c(C)nc2c(C#N)c(C)[nH]n2c1=O	-1%
63	CCOC(=O)N1CCN(C(=O)c2ccc3c(=O)n(Cc4ccccc4)c(=S)[nH]c3c2)CC1	7%
64	COc1cc2c(cc1O)C(SC)=NC(C)(C)C2	1%
65	COc1ccccc1CNc1ncnc2ccc(-c3cccnc3)cc12	7%
66	CC(=O)Nc1ccc(S(=O)(=O)N(C2=NCC(C)S2)c2ccccc2)cc1 (stereo not given)	-2%
67	CCOc1ccc(NC(=O)CN2C(=O)C3CCCN3C2=O)cc1 (stereo not given)	13%
68	COC(=O)c1ccc(NC(=O)Nc2ccc(F)cc2)cc1	-4%
69	c1ccc(CSCCc2ccncc2)cc1	-3%[5.75 µM]
70	CN(C)[C@H]1C(=O)C(C(N)=O)=C(O)[C@]2(O)C(=O)C3=C(O)c4c(O)cccc4[C@@](C)(O)[C@H]3C[C@@H]12	-2%[12.8 µM]
71	Cc1ccc2[nH]c3c(=O)n(CCCN4CCN(C)CC4)cnc3c2c1	-4%
72	C=CCN1CC[C@@]23CCCC[C@@H]2[C@@H]1Cc1ccc(O)cc13	-3%
73	Cc1nc(SCC(=O)CC(=O)OC(C)C)c(C#N)c(C)c1C	13%
74	O=C(Nc1ccc(Nc2ccccc2)cc1)c1ccco1	-1%
75	CC(C)CCNC(=O)NC(=O)CSc1nnc(-c2ccccc2Br)o1	-2%
76	COc1ccc(-c2nnc3ccc(SCC(N)=O)nn23)cc1OC	-3%
77	O=C1CCCc2c1nc(-c1ccccc1)n2O	-1%
78	O=c1oc2ccccc2n1CCn1c2ccccc2c2nc3ccccc3nc21	-3%
79	CC(C)(C)OC(=O)N1CCC(C(=O)O)CC1	2%
80	C=CC1=C(C(=O)O)N2C(=O)[C@@H](NC(=O)/C(=N\OCC(=O)O)c3csc(N)n3)[C@@H]2SC1	0.2µM*
81	Cc1cc(Cl)ccc1OCC(=O)N1CCCCC1	-4%
82	CCOc1ccc(C(=O)Nc2ccc(N3CCCC3)cc2)cc1	6%
83	O=C(CC1N=C2c3ccccc3N=C(SCc3ccc(F)cc3)N2C1=O)NCc1ccco1 (stereo not given)	3%
84	CC1=C(C(=O)OCCOC(C)C)C(c2cc3c(cc2Br)OCO3)C2=C(CCCC2=O)N1 (stereo not given)	0%
85	COc1ccccc1C1CC(c2ccc(Cl)cc2Cl)Nc2nc(N)nn21 (stereo not given)	9%
86	O=S(=O)(Nc1nc2ccccc2nc1Nc1ccc2c(c1)OCCO2)c1cccs1	15%
87	COc1ccc(N2CCN(C(c3cccc(OC)c3OC)c3nnnn3C3CCCC3)CC2)cc1 (stereo not given)	9%
88	Cc1c2oc3c(C)ccc(C(=O)N[C@@H]4C(=O)N[C@H](C(C)C)C(=O)N5CCC[C@H]5C(=O)N(C)CC(=O)N(C)[C@@H](C(C)C)C(=O)O[C@@H]4C)c3nc-2c(C(=O)N[C@@H]2C(=O)N[C@H](C(C)C)C(=O)N3CCC[C@H]3C(=O)N(C)CC(=O)N(C)[C@@H](C(C)C)C(=O)O[C@@H]2C)c(N)c1=O	12%
89	Cc1ccc(CS(=O)(=O)CCC(=O)NCc2ccccn2)cc1	9%
90	Cc1ccc(OCC(=O)Nc2cccc(O)c2)cc1C	-3%
91	Cc1ccc(-n2nc3c(c2NC(=O)c2ccc(OC(C)C)cc2)CS(=O)C3)cc1 (stereo not given)	-4%
92	CCCNCc1cc(OCC)c(OCC(N)=O)cc1Br	-4%
93	O=C(CN(C1CC1)S(=O)(=O)c1ccc(S(=O)(=O)N2CCCCCC2)cc1)Nc1ccccc1	5%
94	CC1CCCCN1C(=O)Cn1c(=O)n(CCC(=O)NCc2ccco2)c(=O)c2sccc21 (stereo not given)	9%
95	COc1cccc(OC)c1C(=O)N1CCN(c2ccccn2)CC1	1%
96	CCCOC(=O)NC(CC)COC(=O)Nc1cc(C)ccc1C (stereo not given)	-6%
97	CCOC(=O)c1c(C)oc2ccc(NS(=O)(=O)c3ccc4c5c(cccc35)C(=O)N4)cc12	-6%
98	Cc1ccc(NCc2nnc(SCC(=O)c3ccccc3)n2Cc2ccco2)c(C)c1	-8%
99	CCOC(=O)CN1CC23C=CC(O2)C(C(=O)N2CCN(c4ccc(F)cc4)CC2)C3C1=O (stereo not given)	1%
100	O=C(Cn1cc2c(n1)CCCCC2)N1CCc2ccccc2C1	4%

# Reprinted from the part before: three entries; new compounds follow.
item	Compound	AmpC inh det
98	Cc1ccc(NCc2nnc(SCC(=O)c3ccccc3)n2Cc2ccco2)c(C)c1	-8%
99	CCOC(=O)CN1CC23C=CC(O2)C(C(=O)N2CCN(c4ccc(F)cc4)CC2)C3C1=O (stereo not given)	1%
100	O=C(Cn1cc2c(n1)CCCCC2)N1CCc2ccccc2C1	4%
101	COc1cccc(-c2csc(N3CCN(Cc4ccccc4)CC3)n2)c1	14%
102	Cc1noc(C)c1-c1cc(NC2CCNCC2)ncn1	2%
103	Cn1c(=O)[nH]c(=O)c2c1nc(OC(=O)c1ccccc1)n2CC(O)COc1ccc(F)cc1 (stereo not given)	-2%
104	CO/N=C(\C(=O)N[C@@H]1C(=O)N2C(C(=O)O)=C(COC(N)=O)CS[C@@H]12)c1ccco1	0.079µM*
105	O=C(OC(C(=O)NCC1CCCO1)c1ccccc1F)c1ccco1 (stereo not given)	7%
106	O=C(O)CCN(CCC(=O)O)S(=O)(=O)c1ccccc1	-5%
107	COC(=O)COc1nc(C)c(Br)c(OC)n1	4%
108	CC(=O)c1cccc(NC(=O)CN(c2ccc(C)cc2)S(=O)(=O)c2cccc3nonc23)c1	-5%
109	O=c1c2ccccc2nc(SCc2cn3ccsc3n2)n1-c1ccccc1F	8%
110	CCCCOC(=O)C1=C(N)OC2=C(C(=O)CC(C)(C)C2)[C@]12C(=O)N(C)c1ccccc12	2%
111	CCCC(NC(=O)c1ccccc1)c1nc2ccccc2n1Cc1ccc(C(=O)OC)o1 (stereo not given)	0%
112	Cc1ccc(NC2c3ncccc3C(=O)N2Cc2ccc(F)cc2)cc1 (stereo not given)	-1%
113	CCCCCCN(C(=O)CCCCCN1C(=O)NC(c2ccc(-c3ccccc3)cc2)C(C(=O)OCc2ccccc2)=C1C)C(C(=O)NCCCC)c1ccccn1 (stereo not given)	15%

# Screening data as filed in PubChem BioAssay.
